Assay outcomes (PubChem BioAssay)
DDE Tn6 FP inh = inhibitors of Tn6 peptide binding to fibrin DD(E), primary screen, biochemical, fluorescence polarization, human fibrin, Tn6 probe. Fibrinogen beta chain (Homo sapiens), P02675. AID 720509, 2013. Fibrin DD(E) TRITC-Tn6 fluorescence polarization displacement. 370,000 tested, 0.21% active. inhibition, % at 8.3 µM;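 active = inhibition above a per-campaign cutoff: mean of compounds within control limits plus 3 SD, cut at about 15% in these data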;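 also: 0% = median of all compound wells on the plate and 100% = blocking peptide control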
Target sequence (P02675 whole entry, looked up): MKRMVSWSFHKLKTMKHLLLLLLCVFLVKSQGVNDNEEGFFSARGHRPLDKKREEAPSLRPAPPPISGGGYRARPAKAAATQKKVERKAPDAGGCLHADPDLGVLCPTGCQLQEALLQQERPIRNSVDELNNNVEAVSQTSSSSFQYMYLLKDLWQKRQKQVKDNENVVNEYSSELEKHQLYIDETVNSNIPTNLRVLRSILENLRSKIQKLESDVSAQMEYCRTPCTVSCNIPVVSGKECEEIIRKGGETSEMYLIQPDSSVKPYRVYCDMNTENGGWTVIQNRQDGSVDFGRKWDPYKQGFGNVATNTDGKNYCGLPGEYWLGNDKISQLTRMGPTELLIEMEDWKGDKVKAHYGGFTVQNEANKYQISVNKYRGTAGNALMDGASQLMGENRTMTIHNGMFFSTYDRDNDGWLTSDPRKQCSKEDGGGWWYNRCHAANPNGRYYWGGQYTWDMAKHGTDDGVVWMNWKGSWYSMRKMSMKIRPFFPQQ
NR1D1 modulator = modulators of Rev-erb alpha DNA binding, primary screen, biochemical, FITC-DNA, fluorescence polarization, uHTS. Nuclear receptor subfamily 1 group D member 1 (Homo sapiens), P20393. Rev-erbα–FITC-DNA binding, 90 min. activity, % at 10 µM. 370,000 tested, 0.79% active;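 active = activity above about 14%, limit read from the data; passing the limit was not always enough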;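 also: 0% = DMSO wells with 35 nM protein and 100% = DMSO wells with 750 nM protein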
Target sequence (P20393 whole entry, looked up): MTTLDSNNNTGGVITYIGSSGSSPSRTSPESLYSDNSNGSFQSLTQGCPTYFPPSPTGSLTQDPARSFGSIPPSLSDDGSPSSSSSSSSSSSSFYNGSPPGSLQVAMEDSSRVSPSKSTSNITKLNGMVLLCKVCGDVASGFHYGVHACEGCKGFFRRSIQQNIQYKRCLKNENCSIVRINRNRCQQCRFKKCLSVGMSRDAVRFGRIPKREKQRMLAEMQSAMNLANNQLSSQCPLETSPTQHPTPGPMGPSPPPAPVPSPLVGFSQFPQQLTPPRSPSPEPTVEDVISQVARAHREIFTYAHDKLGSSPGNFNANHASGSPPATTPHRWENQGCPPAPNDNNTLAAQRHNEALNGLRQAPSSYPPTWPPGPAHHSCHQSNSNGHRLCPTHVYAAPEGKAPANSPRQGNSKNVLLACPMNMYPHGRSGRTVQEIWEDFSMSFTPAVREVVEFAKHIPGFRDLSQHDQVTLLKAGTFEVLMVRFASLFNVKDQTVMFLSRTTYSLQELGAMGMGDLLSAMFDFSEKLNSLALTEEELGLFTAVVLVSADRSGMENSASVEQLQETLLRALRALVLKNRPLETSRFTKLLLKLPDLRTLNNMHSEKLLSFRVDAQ
UHRF1 MBD2 ctr = UHRF1 methylated DNA binding inhibitors, primary screen, counter-screen for MBD2 inhibitor project, biochemical, TR-FRET, human UHRF1, single concentration; inhibition, % at 4.4 µM; 370,000 tested, 0.75% active; E3 ubiquitin-protein ligase UHRF1 (Homo sapiens), Q96T88; UHRF1 binding to methylated oligo; in the data active = inhibition above about 21%;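 also: UHRF1 SRA domain binding a hemimethylated CpG hairpin DNA probe; 0% = median of test compound wells and 100% = reference inhibitor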
ASAP1 GAP inh = inhibitors of human ASAP1 ArfGAP activity, primary screen, biochemical, fluorescence polarization | Arf-GAP with SH3 domain, ANK repeat and PH domain-containing protein 1 (Homo sapiens), … | ASAP1-stimulated ARF1 GTP hydrolysis, GDP FP detection | inhibition, % at 16.5 µM | 360,000 tested, 0.19% active | AID 624377, 2012; in the data active = inhibition above about 25%;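 also: 0% = vehicle with enzyme and substrate and 100% = no enzyme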
PLCb3 inh = human PLC-beta3 inhibitors, primary screen, biochemical, fluorescence; 1-phosphatidylinositol 4,5-bisphosphate phosphodiesterase beta-3 (Homo sapiens), Q01970; Purified PLC-beta3, fluorogenic substrate; inhibition, % at 12.2 µM; 370,000 tested, 0.18% active; AID 720704, 2013; in the data active = inhibition above about 11%;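 also: 0% = median of compound wells on plate and 100% = full blocker control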
sPLA2-III inh = human group III sPLA2 inhibitors, primary screen, biochemical, QFRET, BODIPY PC-A2 liposome substrate; QFRET BODIPY PC-A2 liposome hydrolysis, fluorescence; inhibition, % at 12.2 µM; 370,000 tested, 0.56% active; AID 743126, 2013;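 active = inhibition above mean plus 3 SD of compounds lying within the high and low control bounds, cut at about 19% in these data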;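 also: 0% = median of test compound wells and 100% = no enzyme DMSO wells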
DDE Tn7 FP inh = inhibitors of Tn7 peptide binding to fibrin DD(E), primary screen, biochemical, fluorescence polarization, human fibrin, Tn7 probe | Fibrinogen beta chain (Homo sapiens), P02675 | FP displacement of FITC-Tn7 peptide from fibrin DD(E); 0% = median of compound wells per plate | inhibition, % at 8.3 µM | 370,000 tested, 0.13% active | AID 720508, 2013;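 active = inhibition above the mean of compounds falling within the control limits plus 3 SD of them, cut at about 14% in these data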;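 also: 0% = plate median of compound wells and 100% = 10 µM Aha-Tn7 peptide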
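Assay system: Fibrin-DD(E) protein isolated from polymerized human fibrin clots; read-out basis: percent inhibition; medium: Tris/NaCl/CaCl2 buffer, pH 7.8; signal: FP measurement; incubation: 10 min plus 3 h, room temperature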
proKLK7 act = proKLK7 zymogen activators, primary screen, biochemical, fluorescence intensity | activation, % at 7 µM | AID 652039, 2013 | Kallikrein-7 (Homo sapiens), P49862 | purified proKLK7, EDANS-DABCYL substrate fluorescence; 100% is mature enzyme control, 0% vehicle | 370,000 tested, 0.9% active;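 active = activation above the mean of all tested compounds plus 3 SD, computed per campaign excluding outliers beyond control limits, cut at about 13% in these data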
PLC-gamma1 inh = PLC-gamma1 enzyme inhibitors, primary screen, biochemical, fluorescence, purified enzyme | 370,000 tested, 0.84% active | inhibition, % at 12.2 µM | AID 720700, 2013 | fluorogenic substrate; in the data active = inhibition above about 9.5%
ARFGAP1 inhibitor = inhibitors of rat ARFGAP1 GAP activity, primary screen, biochemical, fluorescence polarization, GDP tracer | ADP-ribosylation factor GTPase-activating protein 1 (Rattus norvegicus), Q62848 | Arfgap1-stimulated ARF1 GTP hydrolysis, GDP FP detection | inhibition, % at 16.5 µM | 360,000 tested, 0.26% active | AID 651572, 2012;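 active = inhibition above a per-plate limit, mean inhibition of low control wells plus 3 SD, cut at about 25% in these data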;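 also: 0% = DMSO wells with enzyme and 100% = wells lacking Arfgap1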
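Repeats: one replicate per compound; assay system: rat Arfgap1 catalytic domain, aa 1-136; times: enzyme reaction 120 min at 25 °C after 20 min preincubation; detection: FP of antibody-bound GDP Alexa 633 tracer, ex 620/em 688 nm; benchmarks: high control wells lacking Arfgap1, low control full reaction with DMSO; reagent: human ARF1(Δ1-17)-GTP substrate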
Numbers without * were called inactive; / = not tested or not shown.

SMILES	DDE Tn6 FP inh	NR1D1 modulator	UHRF1 MBD2 ctr	ASAP1 GAP inh	PLCb3 inh	sPLA2-III inh	DDE Tn7 FP inh	proKLK7 act	PLC-gamma1 inh	ARFGAP1 inhibitor
O=C(O)c1cccc(Cn2cccn2)c1	5	-1	2	-14	1	8	-5	0.5	4	5
COc1ccc(N2CCN(CCCNC(=O)CCCn3c(=O)[nH]c4ccsc4c3=O)CC2)cc1	-3	-1	2	-20	0	-1	-4	-0.4	0	6
O=C(CSc1ncccc1C(=O)O)c1ccc2ccccc2c1	-1	-6	6	-1	-21	-50	-3	-2.6	-14	-3
Cc1ccc(NC(=O)Cc2ccc([N+](=O)[O-])cc2)c(Br)c1	-3	-8	3	1	1	10	5	-0.9	-1	2
Cc1ccc(S(=O)(=O)NC(CC(=O)O)c2ccco2)cc1 (centres undefined)	0	2	0	7	3	2	0	0.0	1	-6
CCN(CC(=O)NCc1cccs1)C(=O)c1ccc(S(=O)(=O)N(C)c2ccccc2)cc1	7	5	2	-13	-5	0	5	0.1	7	-2
COCc1cc(=O)[nH]c(Cc2c(Cl)cccc2Cl)n1	4	0	-3	-26	-2	-1	11	-0.2	2	6
CNc1ccccc1C(C)(C)c1cc(-c2cccc(Br)c2)no1	3	1	1	1	1	1	-2	0.1	0	11
COC(=O)CN1CC(=O)N(c2ccccc2)C1=S	-7	-8	2	1	-3	-29	3	0.0	10*	-7
CC(C)c1ccccc1NC(=O)COC(=O)Cc1c[nH]c2ccccc12	6	2	-3	1	-2	-91	-5	-0.2	2	1
COc1cccc(N2C(=NC(=O)C3CCCCC3)SC3CS(=O)(=O)CC32)c1 (centres undefined)	5	0	0	-19	-4	-2	0	-0.7	2	-8
CC(C)(C)C1CCC2(CC1)SCC(=O)N2c1ccccc1 (centres undefined)	3	/	5	1	-1	3	-1	0.2	4	-5
Cc1noc(C)c1C(=O)OCC(=O)NCCc1ccc(S(N)(=O)=O)cc1	-5	1	0	-2	2	-4	-11	-0.3	-1	13
CCC(=O)Nc1cnc(NC(=O)c2cccc(F)c2)cc1C	0	-3	-4	-8	3	0	8	0.0	-22	-10
CN1CCN(C(=O)OCCOCCOC(=O)N2CCN(C)CC2)CC1	9	-7	-1	1	2	1	14*	0.3	1	7
CCN(CC)S(=O)(=O)c1ccc(NC(=O)c2c(-c3ccccc3)noc2C)cc1	4	-8	-2	7	3	-29	-2	0.4	2	-7
COC(=O)c1cc(Cc2ccc(N)c(C(=O)OC)c2)ccc1N	0	-5	-1	7	-326	-25	3	-0.3	-241	0
CCC(=O)N1N=C(c2ccc(NS(C)(=O)=O)cc2)CC1c1ccc(C)cc1 (centres undefined)	-7	3	2	3	-269	-7	-2	-127	-181	-12
O=C(COc1ccc(S(=O)(=O)N2CCOCC2)cc1)N1CCCCCC1	-4	0	-1	2	-5	3	-1	0.1	-2	-5
O=C(O)c1ccc(-n2c(/C=C/c3ccccc3)nc3ccccc3c2=O)cc1	5	0	-1	-8	-15	-7	5	-0.5	-8	8

Some of these compounds in order of molecular weight, lowest first:
SMILES	DDE Tn6 FP inh	NR1D1 modulator	UHRF1 MBD2 ctr	ASAP1 GAP inh	PLCb3 inh	sPLA2-III inh	DDE Tn7 FP inh	proKLK7 act	PLC-gamma1 inh	ARFGAP1 inhibitor
CC(C)c1ccccc1NC(=O)COC(=O)Cc1c[nH]c2ccccc12	6	2	-3	1	-2	-91	-5	-0.2	2	1
CNc1ccccc1C(C)(C)c1cc(-c2cccc(Br)c2)no1	3	1	1	1	1	1	-2	0.1	0	11
CCN(CC(=O)NCc1cccs1)C(=O)c1ccc(S(=O)(=O)N(C)c2ccccc2)cc1	7	5	2	-13	-5	0	5	0.1	7	-2

Going on with the list.
SMILES	DDE Tn6 FP inh	NR1D1 modulator	UHRF1 MBD2 ctr	ASAP1 GAP inh	PLCb3 inh	sPLA2-III inh	DDE Tn7 FP inh	proKLK7 act	PLC-gamma1 inh	ARFGAP1 inhibitor
CCC1CCC(C(=O)NC(C(=O)NCCCN2CCCCC2C)C(C)C)CC1 (centres undefined)	3	-7	1	2	-3	5	4	0.0	9	-9
CN(CC(=O)Nc1cccc(F)c1)C(=O)c1sc2ccccc2c1Cl	1	6	1	17	-8	4	-5	0.0	-2	-1
CCOc1ccc(OCCC(=O)N(CCC2=CCCCC2)c2c(N)n(Cc3ccccc3)c(=O)[nH]c2=O)cc1	-2	2	-1	5	-2	-6	3	0.7	-1	7
O=C1[C@H]2[C@@H](c3ccc(Cl)cc3)N3C(=O)N(c4cccc(F)c4)C(=O)[C@@]3(Cc3ccccc3)[C@H]2C(=O)N1C1CCCCC1	6	-3	1	17	1	-5	-3	0.2	-2	-13
CCOC(=O)C1=C(c2ccccc2)Nc2ncnn2C1c1ccc(OC)c(OC)c1OC (centres undefined)	2	0	0	-12	-16	-3	-3	0.2	-11	5
COC(=O)Cc1c(O)ccn(CCc2c[nH]c3ccc(OC)cc23)c1=O	-2	2	1	15	-6	6	-1	-0.1	2	0
COc1ccc(OC)c(NC(=O)Nc2cnccn2)c1	-4	5	0	-10	-7	0	-3	0.3	0	1
Cc1nc(-c2ccc(S(=O)(=O)N3CCN(c4cccc(C)c4C)CC3)cc2)co1	-2	-4	-5	-10	-8	-8	-2	-0.5	3	-5
Cc1ccc(-n2c(O)c(C=NC3CCS(=O)(=O)C3)c3ccccc3c2=O)cc1C (centres undefined)	2	-4	3	-9	3	-5	1	2.2	1	-7
CCOc1ccc(S(=O)(=O)N/N=C(\C)c2ccc(OC)cc2OC)cc1	8	2	0	8	0	-4	1	0.5	0	4
CCOc1ccc(N2C(=O)S/C(=C\c3cc(OC)c(OC)c(OC)c3)C2=O)cc1	-18	7	5	6	-11	15	3	-0.1	-3	7
CCCCC1CCC(C(=O)OCC(=O)Nc2ccc(S(N)(=O)=O)cc2)CC1 (centres undefined)	0	-5	0	3	-2	-24	1	-1.2	-6	5
Cn1c(=O)[nH]c(=O)c2c1[nH]c(=S)n2CCCc1ccccc1	5	-5	0	-2	1	0	-5	-0.3	3	7
COc1cccc(-c2cc3onc(-c4ccccc4)c3c(=O)n2C)c1	-3	9	0	-10	2	8	-7	0.9	3	-5
COC(=O)C1C(=O)C2=C(CC1C)NC(C)=C(C(=O)OC1CCCC1)C2c1ccc(N(C)C)cc1 (centres undefined)	1	6	1	-2	-43	2	1	0.5	-42	4
O=C(CO)N/N=C/c1ccc(Cl)cc1	-4	1	0	8	5	3	-1	0.6	3	3
CC(N=C1NS(=O)(=O)c2ccccc21)c1ccccc1 (centres undefined)	6	0	4	13	7	-5	-4	0.0	4	-12
O=C(c1cnn2c(C(F)(F)F)cc(-c3ccc(F)cc3)nc12)N1CCc2ccccc2C1	-4	-3	1	-18	-119	4	-1	-1.6	-69	-3
Cc1ccccc1OCC(=O)OCC(=O)NC1CCCCCC1	3	-5	1	-4	2	-6	1	0.2	-1	1
Cc1ccccc1Cn1c(=O)n(CC2CCC(C(=O)NCCc3ccccc3)CC2)c(=O)c2ccccc21 (centres undefined)	8	6	2	1	1	11	5	-0.1	-1	4
CC(C)(C)n1nc2c(c1NC(=O)c1ccccc1C(F)(F)F)CS(=O)(=O)C2	4	-1	-1	2	-3	-6	-4	0.4	-1	1
Cn1c2c(c(=O)n(C)c1=O)C1(C(=O)Nc3ccccc31)C(C#N)=C(N)O2 (centres undefined)	1	2	-5	-12	1	-5	-1	0.4	1	-2
CN(C)c1nc(N)c(C(=O)N=C(N)N)nc1Cl	-3	4	1	1	-1	14	-2	-0.5	0	3
Cc1ccc2c(C)c(C)c(=O)n(C)c2c1	1	-8	16	5	-16	-1	-6	0.0	-15	8
COC(=O)C1=CN(c2c(C)cc(C)cc2C)C(N)=C(C#N)C1c1cccc(F)c1 (centres undefined)	6	-1	1	5	-34	-11	-4	-0.2	-23	1
COC(=O)C1CN(Cc2ccc(F)cc2)CCS(=O)(=O)N1Cc1ccc(C(F)(F)F)cc1 (centres undefined)	7	-3	2	/	-1	2	-7	0.2	-2	/
Nc1nc(Br)c2ccccc2c1-c1ccccc1	1	4	0	8	-178	3	5	-4.0	-156	3
CCCC(C)NC1=NCCCCC1 (centres undefined)	2	2	4	1	4	18	0	-0.8	5	14
COc1ccc(/C=C/C(=O)OCC(=O)NC2CCCC2)cc1	2	-4	-2	-8	-6	-4	-1	-0.1	0	10
CC1CN(C(=O)c2ccc(C(=O)c3ccccc3)cc2)CC(C)O1 (centres undefined)	-4	0	2	1	1	7	-6	0.3	0	7
COc1ccc(CCNC(=O)c2ccc(SC)cc2OC)cc1	6	-4	2	-6	-3	-3	8	0.0	0	3
Cc1cccc(NC(=S)N2CCN(S(C)(=O)=O)CC2)c1	2	3	2	-7	-6	6	3	-0.9	-1	4
COc1ccc2cc(/C=N/NC(=O)c3ccc(CN(c4cccc(Cl)c4Cl)S(C)(=O)=O)cc3)c(Cl)nc2c1	-1	5	5	-2	-57	13	-4	0.8	-55	0
CCCCCCC1CC(CSc2ncn[nH]2)OC1=O (centres undefined)	14	1	4	-4	-5	-31	7	-0.3	-2	7
Cc1ccnc(N2CCC(C(=O)NNC(=O)COc3cccc4ccccc34)CC2)n1	-1	-1	-1	-2	0	1	3	-0.1	2	0
CC(C)(C)OC(=O)C[C@H]1C/C=C\C[C@@H](CC(=O)N(CCO)Cc2ccccc2)C(=O)NCCOC1=O	-3	0	-3	7	0	3	5	0.3	-1	2
COc1ccc(CC(=O)N2N=C(C)CC2(O)c2cccnc2)cc1OC (centres undefined)	-12	1	1	-6	-6	4	-2	-0.3	-2	-10
Nc1cc(=O)[nH]c(SCC(=O)N2CCCCC2)n1	1	1	3	-1	1	12	2	-0.1	3	5
COC1=CC(=O)OC(c2cccc(Cl)c2)C1 (centres undefined)	3	-4	-1	0	4	-3	6	-0.3	2	-9
CC(Sc1n[nH]c(N)n1)C(=O)C12CC3CC(CC(C3)C1)C2 (centres undefined)	9	-7	-3	-7	-1	-4	3	1.3	4	1
COc1cccc(NC(=O)CN(C)C(=O)C(Sc2ccccc2)c2ccccc2)c1 (centres undefined)	-9	-1	1	10	1	-20	-1	0.8	0	2
